core dimer inh: HCV core protein dimerization inhibition. inhibition, % at 5 µM. TR-FRET GST/Flag-core106 dimerization, 1536-well. 0.33% of 300,000 active;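 active means inhibition above the mean of all tested compounds plus 3 SD, set per screening campaign, cut at about 45% in these data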
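System: GST-tagged and Flag-tagged HCV core protein residues 1-106 / Input: core106 proteins, GST 13.5 nM and Flag 17 nM / Buffer or medium: KF-containing HEPES buffer, pH 7.45, DTT, CHAPS, BSA / Probe or stimulus: Eu-anti-GST and XL665-anti-Flag labelled anti-tag antibodies / Schedule: 4 h, 22.5 °C incubation / Technique: TR-FRET 671 and 617 nm emission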
procasp7 counter: counter-screen: procaspase-7 (human) activation. AID 463210. 0.093% of 330,000 active. activation, % at 8.5 µM. recombinant procaspase-7, Ac-DEVD-pNA absorbance 405 nm; D23A/D198A/D206A triple mutant, cannot self-cleave; scale: DMSO 0, 5 µM enzyme 100;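 active means percent activation above the screen-wide mean plus 3 SD, cut at about 25% in these data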
Target sequence (P55210 whole entry D23A/D198A/D206A): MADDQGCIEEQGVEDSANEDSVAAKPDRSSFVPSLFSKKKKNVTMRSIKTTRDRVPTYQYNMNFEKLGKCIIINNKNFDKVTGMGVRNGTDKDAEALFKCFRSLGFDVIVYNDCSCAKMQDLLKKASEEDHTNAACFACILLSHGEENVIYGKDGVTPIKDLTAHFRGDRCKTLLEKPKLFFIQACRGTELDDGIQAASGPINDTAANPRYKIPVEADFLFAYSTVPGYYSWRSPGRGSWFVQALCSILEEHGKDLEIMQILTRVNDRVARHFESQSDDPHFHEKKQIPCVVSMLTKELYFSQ
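Replicates: singlicate. Assay system: Procaspase-7 triple mutant (PC-7 D3A). Signal: 405 nm absorbance of p-nitroaniline. Times: 1 h preincubation, 2 h reaction. Buffer or medium: Zinc-free HEPES pH 7.4 with 300 mM NaCl, 0.01% Triton X-100. Also added: DEVD-pNA substrate. Benchmarks: DMSO wells as 0%, DMSO with 5 µM added PC-7 as 100%.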
proCasp3 act: procaspase-3 (human) activation. P42574. recombinant procaspase-3 D3A, Ac-DEVD-pNA absorbance 405 nm. activation, % at 8.5 µM. 0.11% of 330,000 active;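 active means activation above the mean of all tested compounds plus 3 SD, cut at about 21% in these data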;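 further: 0% = DMSO alone and 100% = DMSO wells spiked with extra 5 µM PC-3 D3A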
Target sequence (P42574 whole entry D9A/D28A/D175A): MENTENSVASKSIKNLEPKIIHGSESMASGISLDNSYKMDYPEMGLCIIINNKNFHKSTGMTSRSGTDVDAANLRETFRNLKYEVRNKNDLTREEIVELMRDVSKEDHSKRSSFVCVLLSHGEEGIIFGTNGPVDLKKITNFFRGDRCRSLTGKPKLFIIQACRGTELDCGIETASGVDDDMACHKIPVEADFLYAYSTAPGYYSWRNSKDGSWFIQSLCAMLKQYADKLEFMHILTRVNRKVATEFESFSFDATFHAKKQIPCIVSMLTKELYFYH
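Assay system – Procaspase-3 D3A mutant, all three cleavage aspartates alanine · Controls – DMSO-only low control, 5 µM PC-3 D3A high control · Schedule – 1 h compound preincubation, 2 h substrate hydrolysis at 25 °C · Signal – 405 nm absorbance of p-nitroaniline, reads at 0 and 120 min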
PP1 counter: PP1-alpha (human) inhibition in PP5 counter-screen; P62136; purified PP1alpha, OMFP fluorescence; inhibition, % at 6.7 µM; 0.9% of 320,000 active; AID 2235;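 active means inhibition above the mean inhibition of all tested compounds plus 3 SD, computed separately for each screening campaign, cut at about 15% in these data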
JMJD2C inh: inhibitors of human GASC-1 (JMJD2C) demethylase | AID 2099 | Q9H3R0 | inhibition, % at 2.35 µM | 0.069% of 330,000 active | GST-JMJD2C(1-420) H3K9me3 demethylation, DELFIA europium;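 active means more than half of a compound's replicate wells show inhibition beyond 50%, single wells judged on their own value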;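 further: signal counts dimethyl H3K9 product captured on neutravidin plate; 0% = median of DMSO wells and 100% = 0.3 times that DMSO median; strong numbers were not always called active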
PP5 inh: inhibitors of human protein phosphatase 5 (PP5); P53041; purified PP5c, OMFP substrate fluorescence; inhibition, % at 6.7 µM; 0.18% of 320,000 active;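 active means inhibition above the campaign's mean inhibition across all tested compounds plus 3 SD, cut at about 9.5% in these data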;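 further: 0% = DMSO only and 100% = 100 µM cantharidin control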
Target sequence (P53041 whole entry, looked up): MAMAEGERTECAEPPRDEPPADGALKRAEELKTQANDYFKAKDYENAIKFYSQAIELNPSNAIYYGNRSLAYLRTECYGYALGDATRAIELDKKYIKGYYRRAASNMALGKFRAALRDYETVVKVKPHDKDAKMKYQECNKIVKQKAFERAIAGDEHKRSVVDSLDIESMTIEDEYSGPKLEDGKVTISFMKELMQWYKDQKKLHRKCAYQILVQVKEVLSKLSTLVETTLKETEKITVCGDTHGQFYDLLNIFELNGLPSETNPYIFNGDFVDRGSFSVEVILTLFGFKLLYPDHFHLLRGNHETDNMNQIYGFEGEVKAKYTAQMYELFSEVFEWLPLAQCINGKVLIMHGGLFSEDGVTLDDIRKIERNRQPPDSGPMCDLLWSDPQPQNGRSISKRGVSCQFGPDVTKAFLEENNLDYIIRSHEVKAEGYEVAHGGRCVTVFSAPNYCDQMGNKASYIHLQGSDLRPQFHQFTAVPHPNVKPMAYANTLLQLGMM
TPT1 inh: inhibitors of Candida albicans tRNA 2'-phosphotransferase TPT1; 0.81% of 300,000 active; inhibition, % at 5 µM; AID 1962; recombinant caTPT1, FP RNA substrate dephosphorylation;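 active means inhibition above the mean of all tested compounds plus 3 SD, set per screening campaign, cut at about 24% in these data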;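 further: plate controls were DMSO alone for no effect and ferristatin control at 100 nM for full effect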
Efflux pump mplx: blocks antifungal efflux pumps in multiplex yeast assay; inhibition, % at 10 µM; 0.44% of 330,000 active; S. cerevisiae Candida pump triplex, Nile Red efflux;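 active means plate passing quality check with inhibition over a set limit, or well fluorescence over plate mean plus 4 SD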;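 further: Nile Red retained in pooled yeast measured as flow cytometry median fluorescence; 0% = buffer negative control and 100% = Enniatin B positive control; higher means more Nile Red kept so more efflux inhibition; some compounds called inactive have numbers as strong as hits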
CTSL1 counter: blocks F. hepatica cathepsin L1 in PFM18AAP counter-screen; recombinant F. hepatica cathepsin L1, Z-Leu-Arg-MCA fluorescence; inhibition, % at 5.96 µM; 0.49% of 300,000 active; AID 1906;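 active means inhibition above the mean of all tested compounds plus 3 SD, set per screening campaign, cut at about 17% in these data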;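 further: 0% = plate median of test compound wells and 100% = 1 µM Z-Phe-Ala-diazomethylketone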
* hit, by the source's call; . = not tested or not shown; & = joins results of further samples. Rows are unselected. Share with any hit: about 2.9%.

molecule | core dimer inh | procasp7 counter | proCasp3 act | PP1 counter | JMJD2C inh | PP5 inh | TPT1 inh | Efflux pump mplx | CTSL1 counter
Cc1nnc(SCc2ccc(F)cc2)s1 | -1 | -3 | 0 | -4 | 2 | 2.7 | 1 | 0.3 | -3
O=C(OCC(=O)N1CCOCC1)c1ccc2ccccc2c1O | . | -1 | 3 | -5 | 2 | 1.2 | . | -0.1 | .
CCOC(=O)c1c(C)[nH]c(C)c1C(=O)CSc1nc2ccccc2c(=O)n1-c1ccc(Cl)cc1 | -1 | 5 | 1 | 2 | -1 | 3.8 | -4 | -0.1 | 0
CC(=O)c1ccc(NC(=S)N(C)C2CCN(C)CC2)cc1 | -1 | -5 | -9 | -3 | -2 | -1.7 | -2 | -0.3 | 4
Cc1cc(C(=O)N2CCN(c3ccccc3)CC2)no1 | 2 | 4 | 2 | 27* | -29 | -0.5 | 0 | -0.3 | 4
C=CC[C@@H](CC(=O)NCCO)C(=O)N[C@@H](COC(=O)[C@@H](CC=C)CC(=O)OC(C)(C)C)Cc1c[nH]c2ccccc12 | . | 9 | 6 | . | -1 | . | . | -0.3 | .
Cc1ccc2[nH]c3c(=O)n(CCc4cnc[nH]4)cnc3c2c1 | 6 | 3 | 5 | -4 | 9 | 2.5 | 1 | 0.1 | 0
CC(C)N(Cc1ccccc1)S(=O)(=O)c1cccs1 | 3 | -10 | 7 | -2 | 10 | 0.6 | -3 | -0.1 | -4
COCc1nnc(NC(=O)c2ccc(NC(=O)C(C)C)cc2)s1 | -3 | -6 | 6 | -2 | -8 | 0.2 | 2 | 0.2 | 2
Cc1ccccc1C(=O)NC(=S)Nc1ccc(Cc2ccncc2)cc1 | 10 | -2 | 0 | -3 | -10 | -1.2 | -1 | -7.1 | -1
Cc1cc(C)c2nc(NNC(=O)c3ccc(S(=O)(=O)N4CCCC(C)C4)cc3)sc2c1 (stereo unspecified) | 16 | -24 | -22 | 21* | 2 | 4.2 | 1 | 0.0 | 1
COCCN(Cc1cc2cc(C)ccc2[nH]c1=O)S(=O)(=O)c1ccc(Cl)cc1 | 0 | 1 | -2 | -2 | 14 | -0.9 | -2 | -0.1 | 3
CC(C)(C)C(=O)/C(C#N)=C/c1cccs1 | -2 | 6 | -6 | 0 | -10 | -1.1 | 2 | 0.0 | 5
COc1ccc(NC(=O)c2cc(S(=O)(=O)N3CCc4ccccc43)cn2C)cc1 | 11 | -4 | 3 | -2 | -10 | 0.4 | 0 | -0.1 | 0
COC(=O)c1ccn(CC(=O)NC2CCCCC2)n1 | -14 | -13 | 3 | 0 | -10 | 1.3 | -5 | 0.3 | -6
COc1c2ccoc2c(OC[C@@H](O)C(C)(C)O)c2oc(=O)ccc12 | -13 | 4 | -6 | 0 | -11 | 2.0 | 3 | -0.1 | -1
Cc1ccccc1-c1nc(CS(=O)(=O)CC(=O)NCCN2CCOCC2)c(C)o1 | 10 | 2 | 0 | -8 | 4 | 3.0 | -5 | -0.1 | -4
COc1ccccc1/C=C/C=N/NC(=O)c1ccc(=O)n(C)c1 | -13 | 1 | 2 | -5 | 5 | 0.8 | 1 | -0.2 | 2
Cc1ccc(C(=O)N2CC(C)OC(C)C2)cc1S(=O)(=O)N1CCCCC1 (stereo unspecified) | . | 9 | 1 | -4 | -1 | -3.1 | . | 0.1 | .
O=C(CC(c1ccccc1)c1ccccc1O)NCc1ccccc1Cl (stereo unspecified) | 0 | 4 | 3 | 3 | 0 | 1.2 | 0 | 0.0 | -1
O=C(Nc1ccc(Cl)c(S(=O)(=O)N2CCOCC2)c1)c1cc2ccccc2oc1=O | . | 0 | 5 | . | 12 | . | . | -0.1 | .
O=C(N[C@@H](Cc1ccccc1)C(=O)NC1CCCCCC1)c1ccco1 | 0 | -5 | -7 | 4 | 12 | 0.8 | -4 | 0.2 | -1
CCOC(=O)c1ccc(NNC(C)=O)c([N+](=O)[O-])c1 | 2 | -2 | 4 | 1 | -8 | 1.8 | -1 | 0.0 | 0
O=C(CN1CCN(S(=O)(=O)c2ccccc2)CC1)Nc1ccccc1C(=O)NC1CC1 | . | -9 | -8 | -5 | 2 | 0.5 | . | -0.1 | .
C/C(N)=C(/C#N)C(=O)CSc1n[nH]c(-c2ccccc2Br)n1 | 2 | -7 | 4 | 2 | -3 | 2.3 | -2 | 0.1 | -1
COc1ccccc1N1CCN(C(=O)CSc2nc(-c3ccco3)cc(C(F)(F)F)n2)CC1 | 12 | -6 | 10 | 1 | 7 | 3.9 | 3 | -0.1 | 1
Cc1nnc(NC(=O)C2c3ccccc3Oc3ccccc32)s1 | -11 | -20 | 2 | -1 | 1 | 1.0 | 2 | -0.1 | -4
NC(=O)c1ccsc1NC(=O)COC(=O)c1ccccc1NCc1ccco1 | 36 | 8 | -4 | 10 | 3 | -0.4 | 4 | -0.2 | 6
Cc1ccccc1N1C(=O)C(Oc2ccc(Cl)cc2)C1CNCCCOC(C)C (stereo unspecified) | 5 | 0 | -7 | 0 | -2 | -1.3 | -3 | 0.0 | 1
CC(C)C[C@@H](N)c1nnc(SCC(=O)c2ccc(Cl)cc2)o1 | -3 | -1 | -6 | 6 | 0 | 2.7 | 3 | -0.1 | 9

molecule | core dimer inh | procasp7 counter | proCasp3 act | PP1 counter | JMJD2C inh | PP5 inh | TPT1 inh | Efflux pump mplx | CTSL1 counter
Cc1cccc(NC(=O)NC(C)CCc2ccccc2)c1 (stereo unspecified) | 12 | -17 | -4 | 2 | -4 | 1.1 | 0 | 0.0 | -2
CCCCCn1c(CCCNC(=O)CC)nc2ccccc21 | -1 | -2 | 2 | -4 | 4 | -3.6 | -1 | 0.0 | -2
CCOC(=O)Cc1nnc(NC(=O)c2ncn[nH]2)s1 | -5 | 7 | -12 | 2 | 2 | 2.7 | 2 | 0.3 | 2
CCOC(=O)COc1c(C=O)cc(Br)cc1OC | 0 | 3 | 8 | 1 | -5 | -0.4 | -1 | -0.2 | -1
CN(C)CCNC(=O)c1coc(=O)c(Br)c1 | 1 | 6 | -2 | 0 | -21 | 0.3 | -3 | -0.2 | 4
COc1ccc(CNC(=O)CSc2nnc(C)s2)cc1 | 1 | -4 | 0 | -1 | -10 | 7.6 | 0 | 0.0 | 1
COCCn1c(SC2CCCCC2=O)nnc1-c1ccncc1 (stereo unspecified) | -4 | 0 | -4 | -4 | 2 | -2.3 | -1 | 0.1 | -3
CC(=O)N/C(=C\c1ccc2c(c1)OCO2)C(=O)NC(C(=O)O)c1ccccc1 (stereo unspecified) | -3 | 5 | -1 | -1 | 3 | 0.1 | -3 | -0.1 | 4
Cc1ccc(NC(=S)NC2CCN(Cc3ccccc3)CC2)c(C)c1 | -10 | -15 | -1 | -11 | -9 | 0.1 | -3 | 2.0 | -4
COc1ccc([C@H]2[C@H](C(=O)C(C)(C)C)N3N=Cc4ccccc4C3C23C(=O)OC(C)(C)OC3=O)cc1 (stereo partly specified) | 9 | -14 | 7 | -3 | -2 | -0.7 | -2 | 0.0 | -3
Cc1cc(=O)n2c3ccccc3n(CC(O)CN3CCCCC3)c2c1C#N (stereo unspecified) | -6 | -6 | 4 | -3 | -6 | 0.3 | 1 | -0.1 | 2
CCn1c(SCC(=O)NC2CCCC2)nnc1-c1ccncc1 | -2 | 7 | 11 | -1 | -6 | 0.9 | 0 | 0.1 | 0
O=C(CC1C(=O)NCCN1CC1CCCCC1)NCc1ccccc1Cl (stereo unspecified) | 4 | 10 | 0 | 5 | -3 | 0.3 | -1 | 0.0 | -1
CC1(C)CC(NC(=O)C(C)(C)Oc2ccc(Cl)cc2)CC(C)(C)N1 | 9 | 2 | 5 | 0 | -7 | 2.2 | 2 | 0.0 | 0
CC(C)CC(C(=O)N1CCc2ccccc2C1)N1C(=O)c2ccccc2C1=O (stereo unspecified) | 16 | 2 | -7 | 0 | -3 | 4.5 | 0 | 0.4 | -2
Cc1ccc(S(=O)(=O)NCc2ccco2)c(C)c1C | -6 | 3 | 8 | 0 | -6 | 0.3 | 0 | -0.1 | 3
Cc1ncn(-c2ccccc2)c1-c1ccccc1 | -14 | 8 | 7 | 4 | 0 | -4.1 | -4 | -0.1 | 6
Cc1oc(CC(C)C)c(CN2CCCC2)c1C(=O)O | -1 | 3 | 8 | -2 | 10 | -2.3 | 0 | 0.3 | 1
NC(=O)C[n+]1cccc(/C=N/O)c1 | 1 | -2 | 1 | 5 | -2 | -0.7 | -1 | -0.2 | 1
O=c1c2ccccc2nc2n1C(CSc1ccc(F)cc1)CS2 (stereo unspecified) | -3 | -5 | 1 | -4 | 10 | -0.5 | -1 | 0.0 | 1
Cc1ccc(C)c(Cn2nnc3c(=O)[nH]c(C(=O)Nc4ccc(F)cc4)nc32)c1 | 14 | 4 | 0 | 47* | 1 | -0.2 | 2 | 0.1 | 0
CN1C(=O)C(C)(C)c2cc(S(=O)(=O)N3CCC(C(=O)NCc4ccc(F)cc4)CC3)ccc21 | 1 | 4 | 10 | -12 | -16 | -3.1 | 2 | 0.4 | -5
CC(C)c1ccc(C(=O)NNC(=O)C2CC=CCC2C(=O)O)cc1 (stereo unspecified) | -5 | 18 | -10 | 0 | -14 | 0.8 | -1 | -0.3 | -4
CC(C(=O)O)c1ccc(-c2ccccc2)c(F)c1 (stereo unspecified) | -2 | 1&5 | 2&5 | 1 | -2&-22 | -3.1 | -2 | 0.8&0.0 | -3
CC1=CC(C)(C)Nc2ccc(OC(=O)c3ccco3)cc21 | -12 | 3 | 2 | -4 | 0 | 3.5 | -2 | 0.0 | -22
COc1ccc(OC)c(N(/C(N)=N/c2nc(C)cc(C)n2)S(=O)(=O)c2ccc(NC(C)=O)cc2)c1 | -4 | 6 | 3 | 2 | 0 | 0.0 | 5 | 0.2 | -2
O=C(c1ccco1)N1CCN(C(c2ccccc2Cl)c2nnnn2Cc2cccs2)CC1 (stereo unspecified) | 1 | -10 | 4 | 2 | -12 | 1.6 | -4 | -0.1 | 1
Clc1ccc(Cn2nnc3ccccc32)cc1 | -6 | -5 | 5 | 2 | -4 | 1.6 | 0 | -0.1 | 2

Sorted by value in PP5 inh (high to low): 3 from the list above
Molecule	PP5 inh
O=C(c1ccco1)N1CCN(C(c2ccccc2Cl)c2nnnn2Cc2cccs2)CC1 (stereo unspecified)	1.6
COc1ccc(OC)c(N(/C(N)=N/c2nc(C)cc(C)n2)S(=O)(=O)c2ccc(NC(C)=O)cc2)c1	0.0
CCCCCn1c(CCCNC(=O)CC)nc2ccccc21	-3.6
